# EPAC1 ag = agonists of human EPAC1 | O95398 | 360,000 tested, 0.073% active | EPAC1 agonist qHTS, biochemical assay; response scale: 100% = response to 6.5 mM cAMP | Potency, µM (titrated, usually from 154 µM), inactives show at the highest dose activation, usual class: activators; also: nearly all actives have a fitted effect of over 60% in size
#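 Nucleotide exchange by EPAC1 (100 nM) on Rap1B–BODIPY-GDP (250 nM) in the presence of 50 uM GDP is tracked fluorescently at 480/540 nm over 30 min. Signals are normalized to a 6.5 mM cAMP control.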
# EPAC2 antagonist = EPAC2 (human) antagonism; 360,000 tested, 0.18% active; Q8WZA2; EPAC2 GEF exchange of Rap1B-BODIPY-GDP, fluorescence; Potency, µM (highest dose often 114 µM), for inactives: at the highest dose activity, negative = inhibition, hits mostly inhibitors; also: % is scaled to controls: 0 for no effect and ±100 for the full control effect; nearly all actives have a fitted effect of over 45% in size; many of its hits are not listed in these tables
# Target sequence (Q8WZA2 whole entry, looked up): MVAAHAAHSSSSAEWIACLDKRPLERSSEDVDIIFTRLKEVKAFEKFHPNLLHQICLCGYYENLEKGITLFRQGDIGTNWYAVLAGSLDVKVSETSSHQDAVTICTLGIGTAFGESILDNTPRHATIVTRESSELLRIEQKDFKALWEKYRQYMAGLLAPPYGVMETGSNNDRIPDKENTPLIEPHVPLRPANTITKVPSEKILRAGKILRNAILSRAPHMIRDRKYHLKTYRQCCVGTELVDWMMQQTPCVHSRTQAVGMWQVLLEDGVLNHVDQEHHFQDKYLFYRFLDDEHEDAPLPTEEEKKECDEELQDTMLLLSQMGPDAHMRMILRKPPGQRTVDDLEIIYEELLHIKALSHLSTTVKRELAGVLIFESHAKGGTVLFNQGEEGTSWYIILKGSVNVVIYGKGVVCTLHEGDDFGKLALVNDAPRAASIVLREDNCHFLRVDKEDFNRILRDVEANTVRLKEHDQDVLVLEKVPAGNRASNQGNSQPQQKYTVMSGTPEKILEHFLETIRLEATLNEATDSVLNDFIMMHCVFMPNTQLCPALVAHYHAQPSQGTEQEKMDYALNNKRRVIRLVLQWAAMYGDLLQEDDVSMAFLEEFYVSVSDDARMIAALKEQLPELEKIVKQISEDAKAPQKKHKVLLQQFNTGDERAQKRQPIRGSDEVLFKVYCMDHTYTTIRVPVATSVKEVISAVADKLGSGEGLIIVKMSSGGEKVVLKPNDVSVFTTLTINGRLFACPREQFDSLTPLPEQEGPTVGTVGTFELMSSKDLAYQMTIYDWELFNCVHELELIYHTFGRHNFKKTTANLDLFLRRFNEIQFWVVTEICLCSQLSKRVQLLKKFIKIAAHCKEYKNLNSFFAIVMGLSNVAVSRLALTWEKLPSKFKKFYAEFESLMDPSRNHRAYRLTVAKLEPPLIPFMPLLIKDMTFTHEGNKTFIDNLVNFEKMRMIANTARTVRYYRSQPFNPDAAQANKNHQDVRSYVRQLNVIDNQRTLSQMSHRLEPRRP
# EPAC2 ag = EPAC2 (human) agonism. EPAC2 activation, biochemical qHTS; response scale: 100% = 6.5 mM cAMP response. Potency, µM (highest dose often 154 µM), without a hit: at the highest dose activation, usual class: activators. Q8WZA2. 360,000 tested, 0.079% active; also: nearly all actives have a fitted effect of over 50% in size
#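 Readout is BODIPY fluorescence (480 nm excitation, 540 nm emission), which falls as labeled GDP is exchanged off Rap1B. EPAC2 at 100 nM acted on 250 nM RAP1B-BODIPY-GDP with 50 uM GDP present.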
# aSyn rescue = inhibitors of alpha-synuclein toxicity in yeast. Yeast expressing alpha-synuclein, growth rescue, BacTiter-Glo, 24 h. 370,000 tested, 0.14% active. Potency, µM (titrated, usually from 46.1 µM), for inactives: at the top dose growth rescue (activation), actives largely listed as activators; also: % of control where 0% means no effect; nearly all actives have a fitted effect of over 65% in size
#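 Screening used galactose-induced yeast with toxic alpha-synuclein levels, exposed to compound for 24 hr at 30 deg C. Cell growth, read with BacTiter-Glo luminescence, gave the measured signal.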
# EPAC1 antag = EPAC1 (human) antagonism; O95398; EPAC1 GEF assay, Rap1b-BODIPY-GDP exchange fluorescence; Potency, µM (titrated, usually from 115 µM), for inactives: at the highest dose activity change, negative = inhibition, usual class: inhibitors; 360,000 tested, 0.14% active; AID 720709;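 also: plate controls were vehicle for no effect and positive control for full effect; nearly all actives have a fitted effect of over 50% in size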
# PTHR1 agonist = PTHR1 (human) receptor agonism; Q03431; HEK293 GP2 PTHR1 cells, GloSensor cAMP luminescence, 1 h; Potency, µM (series often up to 115 µM), inactives show at the top dose activation, hits mostly activators; 410,000 tested, 0.075% active; AID 743266; also: nearly all actives have a fitted effect of over 55% in size; some results filed as inactive show a strong effect at the top dose; inactives centre near -15; many of its hits are not listed in these tables
#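 HEK-293-derived GP2 cells expressing PTHR1 and a GloSensor cAMP reporter, 3,000/well, plated overnight, given luciferin plus IBMX (each 0.5 mM as added) for 1 h at 37 °C, then compound for 1 h at 37 °C. Luminescence was read after 15 min at room temperature.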
# TDP-43 yeast inh = rescues yeast growth from TDP-43 toxicity | AID 652104 | Potency, µM (highest dose often 46.1 µM), for the others: at the highest dose growth rescue (activation), most hits filed as activators | 410,000 tested, 1.8% active | TDP-43 expressing yeast growth rescue, BacTiter-Glo, 24 h; also: % of control where 0% means no effect; nearly all actives have a fitted effect of over 50% in size
#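 Luminescence from BacTiter-Glo reports growth of TDP-43-expressing yeast after 24 hr at 30 deg C with compound. Cells were raffinose-pregrown to mid-log, then seeded in galactose medium at OD600=0.02.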
# FUS yeast rescue = rescues growth of FUS-expressing yeast; S. cerevisiae FUS-expressing, growth rescue, OD600, 24 h; Potency, µM (doses to about 76.6 µM), without a hit: top-dose growth rescue (activation), actives largely listed as activators; 390,000 tested, 0.24% active;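 also: plate controls were DMSO vehicle for no effect and reference control for full effect; nearly all actives have a fitted effect of over 55% in size; some results filed as inactive show a strong effect at the top dose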
#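 Toxicity suppression screen in FUS-yeast. Cells induced with 2% galactose, starting OD 0.005, treated 24hr at 30C with compounds at multiple final concentrations; growth by OD600.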
# The depositor's hits bear a star; i = inactive; u = inconclusive; x = no result given; [ ] = another dose, or the depositor's remark. Calls follow the shape of the dose curve; as a rule, active = well fitted curve in the direction sought with a large enough effect; inconclusive = small, poorly fitted or top-dose-only effect, or another doubt; inactive = no such curve, though single readings can be large; an effect the other way counts as inactive or inconclusive. Potency is read from the fitted curve at half-maximal effect. These rows are one share of the data, so the mix of outcomes need not match the whole.
# Screens in order: EPAC1 ag	EPAC2 antagonist	EPAC2 ag	aSyn rescue	EPAC1 antag	PTHR1 agonist	TDP-43 yeast inh	FUS yeast rescue
> COc1ccc(NC(=O)Cn2c(-c3ccccc3)cn(-c3ccc(C)cc3)c2=O)cc1
    -3%	5%	-6%	-15%	-4%	i	11%	-19%
> COC(=O)c1ccc(C(=O)OC)c(NC(=S)N2CCN(c3ccccc3)CC2)c1
    13%	14%	7%	11%	10%	i	11%	43%
> CCc1ccc(N2CC(C(=O)NNC(=O)c3ccc(F)cc3)CC2=O)cc1 (configuration not stated)
    1%	18%	-6%	2%	-18%	-22%	-8%	8%
> CCN(CC(=O)NC(C)(C)C)C(=O)c1ccccc1SCC(=O)NC1CCCCCCC1
    -3%	-2%	-4%	-2%	-3%	-44%[inhibitor]	7%	x
> O=C(NCCCN1CCOCC1)c1ccc(NS(=O)(=O)c2cccc([N+](=O)[O-])c2)cc1
    4%	6%	-1%	-1%	-3%	-28%	9%	x
> COc1cccc(C(C(=O)NC2CCCC2)N(Cc2ccc(C)cc2)C(=O)c2ccco2)c1OC (configuration not stated)
    4%	u	0%	-3%	-19%	-2%	2%	10%
> CC1(C)Cc2c(C#N)c(N)n(-c3ccccc3)c(=S)c2CO1
    -1%	-1%	2%	0%	9%	-5%	1%	6%
> O=C(c1ccc([N+](=O)[O-])cc1)N(Cc1ccc(Cl)cc1Cl)N1C(=O)CCCC1=O
    4%	-15%	9%	-10%	-19%	-19%[57.5 µM]	-22%	u
> O=C(NCCNC(=O)C(F)(F)F)c1ccncc1
    0%	1%	4%	-6%	-4%	i	10%	10%
> Cc1ccc(OC(=O)CCC(=O)Nc2ccc(S(=O)(=O)Nc3cc(C)on3)cc2)cc1
    7%	-1%	5%	0%	4%	-8%[57.5 µM]	-15%	5%
> O=C(NC1CCN(Cc2ccccc2)CC1)c1cccc(Br)c1
    -2%	-5%	6%	-4%	-7%	i	-24%	23%
> COc1ccc(-c2ccc([C@H]3[C@H]4C=CC[C@@H](C)[C@@H]4C(=O)N3Cc3ccccc3)c(F)c2)cc1C
    -9%	6%	10%	3%	-15%	-14%	2%	10%
> O=C(CN1CC(c2ccccc2)CC1=O)OCc1cccc(Br)c1 (configuration not stated)
    8%	-4%	19%	-1%	-10%	i	u	26%
> COc1ccc(N=C2S/C(=C\c3ccco3)C(=O)N2CC(C)C)cc1
    6%	4%	-2%	-2%	20%	-9%[57.5 µM]	0%	15%
> O=[N+]([O-])c1ccccc1S(=O)(=O)Nc1cccc(S(=O)(=O)N2CCCC2)c1
    1%	5%	-2%	-6%	11%	i	-8%	3%

# More entries
# Screens in order: EPAC1 ag	EPAC2 antagonist	EPAC2 ag	aSyn rescue	EPAC1 antag	PTHR1 agonist	TDP-43 yeast inh	FUS yeast rescue
> Cc1nc(C(=O)NCCC(C)C)sc1C1(C)CC(c2cccc([N+](=O)[O-])c2)=NO1 (configuration not stated)
    9%	16%	12%	11%	-2%	i	12%	26%
> COc1ccc(-c2ccc(N3C(c4ccsc4)=Cc4ccc(F)cc4C3c3c[nH]c4ccccc34)cc2)cc1 (configuration not stated)
    -12%	3%	1%	19%	-13%	14%	9%	34%
> O=C(c1oc2ccccc2c1CSCc1ccccc1)N1CCN(c2ncccn2)CC1
    11%	-11%	10%	-3%	-1%	-55%[inhibitor]	0%	34%
> CCN(CC)C(=O)CSc1nnc([C@@H](NC(=O)OC(C)(C)C)C(C)C)o1
    1%	-2%	6%	0%	0%	-18%	24%	13%
> O=C(Nc1ccc(Cl)cc1)C1Cc2c(-c3ccccc3)ccnc2O1 (configuration not stated)
    5%	10%	13%	u	-13%	-39%[inhibitor]	35µM*	34%
> Clc1ccccc1CSc1nnc([C@@H]2CCCN2)o1
    -1%	6%	8%	-9%	8%	i	15%	-12%
> CC(C)CCNC(=O)C(NS(=O)(=O)c1ccc2c(c1)c(=O)n(C)c(=O)n2C)c1ccccc1 (configuration not stated)
    -4%	1%	1%	-6%	1%	i	29%	-9%
> O=C1N(CN2CCOCC2)c2ccccc2C12OCC(CCl)O2 (configuration not stated)
    16%	-3%	6%	2%	15%	-13%	18%	-22%
> CC1CCc2sc(C(=O)N/N=C/c3ccc([N+](=O)[O-])cc3)cc2C1 (configuration not stated)
    5%	-2%	-13%	3%	-8%	i	-5%	x
> COc1cccc(CNC(=O)CCNS(=O)(=O)c2cccs2)c1
    12%	8%	1%	-2%	-9%	i	9%	-4%
> COc1cc(NC(=O)CCC(=O)N2CCN(S(=O)(=O)c3ccc(C)cc3)CC2)cc(OC)c1
    7%	-16%	9%	0%	u	22%	-9%	x
> CN(CCCNC(=O)CSc1cc(=O)n(C)c2ccc(Cl)cc12)Cc1ccccc1
    -3%	1%	4%	4%	-7%	i	-10%[0.397 µM]	8%
> CCN(CC)C(=O)c1csc([C@@H]2O[C@H](CO)[C@H](O)[C@H](O)[C@H]2O)n1
    -2%	4%	6%	3%	-6%	-18%	u	-17%
> COc1ccc(C2C(C#N)=C(N)Oc3cccc(O)c32)cc1 (configuration not stated)
    5%	u	11%	4%	6%	-10%	22%	13%
> O=C(O)Cc1ccc(Nc2cnn(C34CC5CC(CC(CC(=O)O)(C5)C3)C4)c(=O)c2Cl)cc1
    -2%	-2%	6%	1%	-23%	-7%	8%	15%

# Continued (three carried over from the part before).
# Screens in order: EPAC1 ag	EPAC2 antagonist	EPAC2 ag	aSyn rescue	EPAC1 antag	PTHR1 agonist	TDP-43 yeast inh	FUS yeast rescue
> CCN(CC)C(=O)c1csc([C@@H]2O[C@H](CO)[C@H](O)[C@H](O)[C@H]2O)n1
    -2%	4%	6%	3%	-6%	-18%	u	-17%
> COc1ccc(C2C(C#N)=C(N)Oc3cccc(O)c32)cc1 (configuration not stated)
    5%	u	11%	4%	6%	-10%	22%	13%
> O=C(O)Cc1ccc(Nc2cnn(C34CC5CC(CC(CC(=O)O)(C5)C3)C4)c(=O)c2Cl)cc1
    -2%	-2%	6%	1%	-23%	-7%	8%	15%
> COc1ccc(-c2csc(NC(=O)CSc3nnc(Nc4ccccc4C)s3)n2)cc1
    7%	-9%	-5%	1%	-6%	-7%	-9%	31%
> CCN1C[C@@H]2[C@@H]3C(=O)N(Cc4ccccc4)C(=O)[C@@H]3[C@](C)(C1=O)N2C(=O)c1ccc(F)cc1
    6%	3%	15%	4%	0%	-6%	10%	-2%
> C/C(=N\Nc1ccc(C(=O)O)cc1)c1ccc(S(=O)(=O)NCc2ccco2)cc1
    -10%	8%	2%	5%	5%	i	-6%	10%
> COc1ccc(CC(=O)N2N=C(C)CC2(O)C(F)(F)F)cc1 (configuration not stated)
    -12%	0%	-12%	2%	-17%	i	-8%	2%
> CC1CC(N(C(=O)c2ccc(Cl)cc2)c2ccccc2)c2ccccc2N1C(=O)c1ccco1 (configuration not stated)
    10%	-6%	12%	14%	-21%	-14%	u	37%
> CCOC(=O)C1CCCN(S(=O)(=O)Cc2ccccc2Cl)C1 (configuration not stated)
    12%	5%	16%	1%	1%	-15%	u	-9%
> COC(=O)c1cc(S(=O)(=O)N2CCC(C)CC2)ccc1F
    -1%	8%	-3%	2%	6%	i	-4%	11%
> COc1cc(NC(=O)CN(c2ccc(C)cc2)S(=O)(=O)c2c(C)noc2C)cc(OC)c1
    2%	-2%	2%	4%	-29%	-4%	-13%	1%
> Cn1cc(CN2CCC(C(O)c3cccs3)CC2)c(-c2cccc(Cl)c2)n1 (configuration not stated)
    2%	-6%	2%	9%	0%	i	-5%[0.397 µM]	18%
> CC1(C)CC(=O)C=C(NCC2CCCO2)C1 (configuration not stated)
    4%	3%	-1%	3%	2%	i	-15%	-4%
> O=C(COc1ccc(Cl)cc1)Nc1cccc(-c2ccc(N3CCOCC3)nn2)c1
    -1%	5%	-1%	0%	5%	-38%	22%	-2%
> COc1ccc(-c2nnc3ccc(SCC(=O)NCC4CCCO4)nn23)cc1 (configuration not stated)
    4%	0%	9%	-4%	18%	i	-21%	10%
> NC(=O)C1CCN(CC(O)COc2ccc(-c3ccccc3)cc2)CC1 (configuration not stated)
    3%	15%	7%	4%	-27%	i	-8%	9%
> c1ccc(-c2cc(-c3nnc4n3N=C(c3ccc5ccccc5c3)CS4)[nH]n2)cc1
    0%	10%	-3%	u	5%	-21%	u	u
> Cn1c(C(O)c2ccc(Br)cc2)nc(Cl)c1Cl (configuration not stated)
    8%	u	2%	5%	-14%	-1%	-2%[1.82 µM]	10%

# Remaining list, next part.
# Screens in order: EPAC1 ag	EPAC2 antagonist	EPAC2 ag	aSyn rescue	EPAC1 antag	PTHR1 agonist	TDP-43 yeast inh	FUS yeast rescue
> O=C(O)c1c[nH]c2ccc(S(=O)(=O)N3CCOCC3)cc12
    -2%	-10%	-4%	-1%	10%	i	16%	-3%
> CC(=O)c1ccc(NC(=O)C2(S(=O)(=O)c3ccccc3)CC2)cc1
    -3%	4%	-7%	10%	0%	i	-14%	14%
> CC1CCCN(c2ncnc3c2cnn3-c2ccc(Cl)cc2)C1 (configuration not stated)
    10%	3%	11%	-1%	2%	-65%	14µM*	-17%
> Cc1ccnc(SCC(=O)Nc2cccc(S(=O)(=O)N3CCOCC3)c2)n1
    -5%	28%	6%	-1%	4%	i	-31%[inhibitor]	13%
> CN(Cc1ccco1)S(=O)(=O)c1ccc(CN2C(=O)c3cccnc3C2=O)s1
    16%	-9%	9%	u	11%	i	18µM*	-7%
> Cc1ccc(S(=O)(=O)Nc2cc(-c3ccccc3)nn2C)cc1Cl
    0%	3%	-2%	-2%	2%	-21%	-16%	13%
> CN(Cc1ccccc1)S(=O)(=O)c1ccc2c(c1)CCC(=O)N2
    9%	2%	1%	-2%	-28%	i	4%	23%
> Cc1ccc(C(=O)N[C@H](C(=O)OCC(=O)Nc2cccc(S(N)(=O)=O)c2)C(C)C)cc1
    4%	2%	6%	6%	-7%	-10%	14%	16%
> COC(=O)c1cnc(NNC(=O)c2ccc([N+](=O)[O-])cc2)nc1C(F)(F)F
    6%	3%	6%	-9%	1%	-8%	-26%	11%
> Cc1[nH]n(-c2ccc([N+](=O)[O-])cc2)c(=O)c1C=NCCc1ccc(S(N)(=O)=O)cc1
    -12%	-5%	-6%	-8%	u	-18%	-10%	14%
> Cc1ccc(N(Cc2ccc(C(=O)Nc3c(C)n(C)n(-c4ccccc4)c3=O)cc2)S(C)(=O)=O)cc1C
    3%	-1%	-3%	0%	2%	i	-19%	13%
